# Screening results from PubChem.
# D3 ag = qHTS of D3 Dopamine Receptor Agonist: qHTS. D(3) dopamine receptor (Homo sapiens), P35462. D3R DiscoveRx beta-arrestin cells, luminescence, 90 min. max activation, %. 410,000 tested, 0.58% active; in the data active = max activation above about 30%; note: 0% is about no effect; mostly tested at two doses, the higher about 12 µM
# Target sequence (P35462 whole entry, looked up): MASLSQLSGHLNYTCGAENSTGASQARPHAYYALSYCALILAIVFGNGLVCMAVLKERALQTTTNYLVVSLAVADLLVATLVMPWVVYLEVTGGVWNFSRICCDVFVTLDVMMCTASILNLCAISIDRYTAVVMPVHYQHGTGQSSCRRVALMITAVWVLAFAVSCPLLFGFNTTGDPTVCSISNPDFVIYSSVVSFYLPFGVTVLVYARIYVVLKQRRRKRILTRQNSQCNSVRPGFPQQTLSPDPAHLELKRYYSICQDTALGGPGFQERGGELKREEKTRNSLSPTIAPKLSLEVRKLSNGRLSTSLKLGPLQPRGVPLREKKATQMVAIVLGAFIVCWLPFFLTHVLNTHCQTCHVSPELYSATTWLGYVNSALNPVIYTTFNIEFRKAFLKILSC
#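 Cells at 1500/well, incubated overnight, then treated with pinned compounds (dopamine as control) for 90 min at 37 degrees C. DiscoveRx reagent added for 30 - 60 minutes at room temperature; luminescence read.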
# TDP43 rescue = qHTS of TDP-43 Inhibitors; Potency, µM (top dose mostly 46.1 µM), without a hit: top-dose growth rescue (activation), hits mostly activators; 410,000 tested, 1.8% active; TDP-43 expressing yeast growth rescue, BacTiter-Glo, 24 h; note: potency is the fitted concentration of half-maximal effect; % of control where 0% means no effect; nearly all actives have a fitted effect of over 50% in size
#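 Luminescence from BacTiter-Glo reports growth of TDP-43-expressing yeast after 24 hr at 30 deg C with compound. Cells were raffinose-pregrown to mid-log, then seeded in galactose medium at OD600=0.02.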
# FUS yeast rescue = qHTS for Suppressors of FUS Proteinopathy: Primary screen using FUS-linked yeast assay; S. cerevisiae FUS-expressing, growth rescue, OD600, 24 h; Potency, µM (series often up to 76.6 µM), without a hit: at the highest dose growth rescue (activation), usual class: activators; 390,000 tested, 0.24% active;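 note: potency is the fitted concentration of half-maximal effect; plate controls were DMSO vehicle for no effect and reference control for full effect; nearly all actives have a fitted effect of over 55% in size; some results filed as inactive show a strong effect at the top dose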
#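 Restored growth of FUS-toxic S. cerevisiae, read as 600 nm absorbance after 24 h at 30C in galactose medium (starting OD 0.005). Controls CP55940 and DMSO.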
# DRD3 antagonist = qHTS of D3 Dopamine Receptor Antagonist: qHTS. D(3) dopamine receptor (Homo sapiens), P35462. D3R cells, DiscoveRx beta-arrestin luminescence, antagonist mode; stronger effect = lower value. max response, negative = inhibition, %. 360,000 tested, 2.5% active. AID 652054, 2013; in the data active = max response below about -50%; inconclusive = no clear call, values can overlap the other calls; note: % is set by controls: 0 for no effect and ±100 for the full control effect; mostly tested at two doses, the higher about 12 µM
#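 Cells expressing the human receptor were seeded at 1500 cells/well, incubated overnight at 37 degrees C in 5% CO2, then exposed to library compounds with dopamine controls for 90 minutes at 37 degrees C before luminescent detection.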
# EPAC2 antag = qHTS for Antagonist of cAMP-regulated guanine nucleotide exchange factor 2 (EPAC2): primary screen | Rap guanine nucleotide exchange factor 4 (Homo sapiens), Q8WZA2 | EPAC2 GEF exchange of Rap1B-BODIPY-GDP, fluorescence | Potency, µM (highest dose often 114 µM), inactives show at the top dose activity, negative = inhibition, actives largely listed as inhibitors | 360,000 tested, 0.18% active; note: potency is the fitted concentration of half-maximal effect; % is set by controls: 0 for no effect and ±100 for the full control effect; nearly all actives have a fitted effect of over 45% in size; many of its hits are not listed in these tables
# EPAC2 ag = qHTS for Agonist of cAMP-regulated guanine nucleotide exchange factor 4 (EPAC2): primary screen | EPAC2 activation, biochemical qHTS; response scale: 100% = 6.5 mM cAMP response | Potency, µM (top dose mostly 154 µM), without a hit: top-dose activation, actives largely listed as activators | 360,000 tested, 0.079% active | AID 720711, 2013; note: potency is the fitted concentration of half-maximal effect; nearly all actives have a fitted effect of over 50% in size
#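 Compounds were titrated in qHTS against a Rap1B-BODIPY-GDP (250 nM) complex with EPAC2 (100 nM) and GDP (50 uM). BODIPY-GDP release tracked at 480/540 nm over 30 min at room temperature, normalized to 6.5 mM cAMP.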
# Abeta yeast res = qHTS for compounds that reverse cellular toxicity of Amyloid beta (A-beta) peptide in yeast: Primary Screen; yeast expressing A-beta42, growth rescue, OD600, 48 h; response scale: 0% DMSO, 100% iron-clioquinol control; Potency, µM (doses to about 46.1 µM), for inactives: top-dose growth rescue, most hits filed as activators; 410,000 tested, 0.063% active; AID 1347071, 2019; note: potency is the fitted concentration of half-maximal effect; nearly all actives have a fitted effect of over 55% in size
#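 Yeast growth medium received pinned compounds, then yeast cells expressing toxic A-beta were added; plates incubated at 30 C for 48 hr. Growth read as absorbance at 600 nm, normalized to DMSO and equimolar FeCl3 plus clioquinol controls.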
# aSyn rescue = qHTS of alpha-syn Inhibitors | Yeast expressing alpha-synuclein, growth rescue, BacTiter-Glo, 24 h | Potency, µM (doses to about 46.1 µM), for the others: at the highest dose growth rescue (activation), most hits filed as activators | 370,000 tested, 0.14% active; note: potency is the fitted concentration of half-maximal effect; % of control where 0% means no effect; nearly all actives have a fitted effect of over 65% in size
#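 Galactose-induced alpha-syn yeast (OD600=0.02, raffinose-pregrown) + pinned cpd, 24 hr, 30 deg C; growth by BacTiter-Glo luminescence. Growth restoration scores as activation.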
# Numbers without * were called inactive; ? = inconclusive; . = not tested or not shown; & = joins results of further samples; [ ] = remark or other dose. Unless noted, calls come from the whole dose curve; as a rule, active = well fitted curve in the direction sought with a large enough effect; inconclusive = small, poorly fitted or top-dose-only effect, or another doubt; inactive = no such curve, though single readings can be large; an effect the other way counts as inactive or inconclusive.
# Value order – DRD3 antagonist	D3 ag	EPAC2 ag	FUS yeast rescue	Abeta yeast res	TDP43 rescue	aSyn rescue	EPAC2 antag
> Cc1csc(NC(=O)c2nc3nccc(C)n3n2)n1
    0	-2	6%	-2%	8%	-15%	0%	3%
> Cc1cc(C(=O)COC(=O)c2cc(O)c3ccccc3c2O)c(C)n1CC1CCCO1 (stereo unspecified)
    -7	5	8%	35%	3%	16%	-10%	-1%
> CC(=O)N1CCN=C1SCc1cccc(C)c1
    3	1	11%	-16%	-3%	17%	0%	7%
> Cc1cc2c(cc1S(=O)(=O)N(C)c1ccccc1)n(C)c(=O)n2C
    -7	-3	3%	13%	-19%	1%	-2%	-8%
> COc1cc(-c2nc3ccccn3c2N)ccc1O
    -16	1	6%	-1%	-10%	21%	-3%	6%
> COc1ccc(C(=O)OCC(=O)NC23CC4CC(CC(C4)C2)C3)c(O)c1
    -19	-2	?	?	-40%[inhibitor]	19%	-6%	-10%
> Cc1cc(N2CCN(C)CC2)nc2ccc(NC(=O)CCC(=O)N3CCN(c4ccc([N+](=O)[O-])cc4)CC3)cc12
    ?	-27	3%	26%	-6%	4%	4%	-17%
> O=C(Cn1c(=O)[nH]c2ccccc2c1=O)Nc1cccnc1
    3	8	8%	3%	.	16%	-1%	8%
> Cc1ccsc1-c1n[nH]c(=S)n1CC(C)C
    -13	-2	-5%	.	10%	?	2%	3%
> O=C(Nc1ccccc1Oc1ccccc1)[C@@H]1O[C@H](CO)[C@H](O)[C@H](O)[C@H]1O
    -162*	-33	3%	-20%	6%	7%	-2%	1%

# 3 records drawn at random from the list so far, as already listed:
# Value order – DRD3 antagonist	D3 ag	EPAC2 ag	FUS yeast rescue	Abeta yeast res	TDP43 rescue	aSyn rescue	EPAC2 antag
> Cc1cc(C(=O)COC(=O)c2cc(O)c3ccccc3c2O)c(C)n1CC1CCCO1 (stereo unspecified)
    -7	5	8%	35%	3%	16%	-10%	-1%
> Cc1cc(N2CCN(C)CC2)nc2ccc(NC(=O)CCC(=O)N3CCN(c4ccc([N+](=O)[O-])cc4)CC3)cc12
    ?	-27	3%	26%	-6%	4%	4%	-17%
> Cc1ccsc1-c1n[nH]c(=S)n1CC(C)C
    -13	-2	-5%	.	10%	?	2%	3%

# Remaining list, next part.
# Value order – DRD3 antagonist	D3 ag	EPAC2 ag	FUS yeast rescue	Abeta yeast res	TDP43 rescue	aSyn rescue	EPAC2 antag
> CC1CCCCN1C(=O)CSc1nnc(CSc2ncccn2)n1C (stereo unspecified)
    1	-2	7%	9%	13%	4%	-1%	7%
> O=C(/C=C/c1ccc2c(c1)OCO2)NCCSCc1ccc(Cl)cc1
    6	-7	-1%[15.6 µM]	-14%	4%	-5%	8%	-1%
> CCc1ccc(CNC(=O)c2cc3c(=O)oc4ccc(C)cc4c3s2)cc1
    .	3	.	-20%	-5%	5%	.	.
> O=C(COc1ccc(Br)cc1)N(Cc1cccs1)C1CCS(=O)(=O)C1 (stereo unspecified)
    3	4	-5%	11%	7%	-2%	2%	-8%
> CC(=O)N1CCN(c2ccc(NCc3cccc4ccccc34)cc2)CC1
    -12	20	5%	?	4%	-4%	5%	-1%
> CCOc1ccc2oc(C(=O)NC3CCN(Cc4ccccc4)CC3)c(C)c2c1
    -24	-36	7%	11%	-9%	17%[9.22 µM]	6%	-3%
> Cc1ccc(C(=O)Oc2ccc(-c3nccc(-c4ccccn4)n3)cc2)cc1
    32	2	-8%	-53%[inhibitor]	14%[9.22 µM]	8%	-14%	0%
> CC[C@]12c3[nH]c4ccc(OC)cc4c3CCN1C(=O)C(CC(=O)NCCCN(C)C)C[C@@H]2C(=O)N1CCN(C(=O)c2ccco2)CC1 (stereo partly specified)
    4	-2	5%	5%	22%	18%	1%	8%
> C/C(=N\Nc1ccc([N+](=O)[O-])cc1[N+](=O)[O-])c1cccnc1
    0	-1	-1%	-22%	0%	25%	-10%	-7%
> Cn1c(/C=C/c2ccccc2[N+](=O)[O-])nc2ccccc2c1=O
    0	-14	0%	-16%	-7%	13%	2%	9%
> CCNS(=O)(=O)c1ccc2nc(NC(=O)/C=C/c3cc(OC)c(OC)c(OC)c3)sc2c1
    4	2	6%	16%	10%	5%	0%	-1%
> COCCCNC(=O)CCc1c(C)nc2cc(-c3ccc(Cl)cc3)nn2c1C
    .	-9	.	-2%	-13%	?	.	.
> COc1cc(C2C(=O)c3ccccc3C2=O)ccc1O
    7	3	5%	-31%	4%	14%	10%	-6%
> Cc1cc(Br)ccc1NC(=O)Cn1cc(S(=O)(=O)N2CCN(c3ccccc3F)CC2)c2ccccc2c1=O
    .	8	.	-28%	1%	12%	.	.
> C#CCOC(=O)CCCN1C(=O)c2cccc3cccc(c23)C1=O
    -10	3	7%	5%	-20%	?	-2%	-8%
> c1ccc(C(c2nnnn2Cc2cccs2)N2CCN(C3CCCC3)CC2)cc1 (stereo unspecified)
    -23	-3	5%	10%	10%	-1%	2%	-4%
> COc1ccc(CNC(=O)c2ccc(CS(=O)Cc3ccc(Cl)cc3)o2)cc1 (stereo unspecified)
    6	-11	-1%	0%	-5%	-3%	1%	-13%
> CN(C)CC(=O)Nc1ccc(Oc2ccc(Cl)cc2)cc1
    -7	-1	9%	7%	-26%	-28%	-3%	-9%
> COc1cc(OC)c(N(C)C(=O)c2c(C)oc3ncn(CC(C)C)c(=O)c23)cc1Cl
    .	4	.	22%	-11%	14%	.	.
> CCc1c(C)nc2ncnn2c1N1CCN(S(=O)(=O)c2ccc(OC)cc2)CC1
    9	2	8%	11%	-14%	2%	2%	-10%
> O=C(NCc1ccco1)NC12CC3CC(CC(C3)C1)C2
    -15	-11	13%[15.6 µM]	-15%	15%	-6%	7%	0%
> CN1CC(=O)N/C1=N\C(=O)Nc1ccc2c(c1)N(C)C(=O)CS2
    8	12	-9%	3%	1%	-8%	-1%	5%
> Cc1cc(F)ccc1S(=O)(=O)Nc1ccccc1C(=O)Nc1ncn[nH]1
    0	-6	-4%	17%	9%	-11%	22%	1%[57.1 µM]
> CCCCn1c(N)c(N(CCOC)C(=O)c2c(C)noc2C)c(=O)[nH]c1=O
    23	6	0%	-6%	4%	7%	0%	9%
> O=C(NCCc1csc(-c2ccc(Cl)cc2)n1)c1cccs1
    .	9	.	32%	-24%	18µM*	.	.
> Cc1ccccc1Cn1c(COc2ccc(Cl)cc2)nc2ccccc21
    .	-13	.	-8%	4%	6%	.	.
> COc1cccc(-c2coc3c(C)c4oc(=O)c(CC(=O)O)c(C)c4cc23)c1
    ?	-4	-4%	11%	0%	4%	-2%	-6%
> C/C(=C\C(=O)c1ccccc1)Nc1ccc(Cl)c(Br)c1
    -55*	4	4%	-5%	4%	-2%	-4%	20%
> Cc1ccc(S(=O)(=O)N(C)CC(=O)N(C)Cc2cccs2)cc1
    13	3	3%	-30%	0%	20%	3%	2%
> O=C(c1cccnc1)N1N=C2CCCCCC2C1(O)C(F)(F)F (stereo unspecified)
    -11	8	-5%	0%	0%	0%	0%	-3%
> C(CCCN1CCCCC1)CCN1CCCCC1
    7	-5	5%	-1%	17%	-5%	-6%	-2%
> COC(=O)c1ccccc1S(=O)(=O)N1Cc2cc([N+](=O)[O-])ccc2Oc2ccccc21
    -10	-1	6%	32%	-2%	?	16%	-1%
> O=C(NCc1ccccc1)c1c[nH]c2cc3c(cc2c1=O)OCCO3
    7	-3	2%	?	0%	-18%	1%	-8%
> COn1c2c(c3c4nonc4ccc31)CCCC2
    -23	9	?	18%	-27%	?	2%	?
> CC(=O)NCCCCCCNC(C)=O
    -16	-24	2%	-19%	-14%	10%	-2%	4%
> CCOC(=O)c1cnc(-n2[nH]c(C)cc2=O)[nH]c1=O
    9	10	9%	18%	2%	1%	3%	0%
> O=C(Cn1cnc2ccccc21)N/N=C/c1ccccc1
    -15	-6	0%	-22%	1%	-5%	-2%	-2%
> COc1ccc(Cl)cc1S(=O)(=O)NC(C)C(=O)NCc1ccc2c(c1)OCO2 (stereo unspecified)
    12	16	4%	15%	-14%	3%	-1%	-7%
> CN(C)S(=O)(=O)c1ccc(Nc2nc(C3CC3)nc3c2nnn3Cc2ccccc2Cl)cc1
    -9	0	?	15%	18%	12%	1%	-3%
> CCCCNC(=O)c1nn(-c2ccc(CC)cc2)nc1CO
    .	6	.	0%	5%	?	.	.
> O=C(NC(=S)N1CCN(C/C=C/c2ccccc2)CC1)c1ccco1
    -3	-5	3%	-15%	-5%	2%	-6%	-5%
> CC(C)=CCC(C)(C)C1OCCN1C(=O)Nc1ccccc1 (stereo unspecified)
    7	0	1%	-4%	20%	14%	11%	-4%
> N#C/C(=C\c1ccc(O)c(O)c1)C(=O)NCCCc1ccccc1
    -80*	-41	7%	0%	-17%	24%	13%&10%	4%
> O=C(c1cc(COc2ccccc2)on1)N1CCCC(CN2CCOCC2)C1 (stereo unspecified)
    14	1	4%	-3%	3%	0%	-1%	3%
> NC(=O)c1ccccc1N=Cc1cccnc1
    1	11	5%	9%	0%	-6%	-6%	5%
> CC(=O)Nc1ccc(C(=O)N2CCCC2)cc1
    0	-1	0%	3%	-5%	-2%	-8%	2%
> O=C1c2ccccc2C(=O)N1CCCc1nc2ccccc2c(=O)n1CCCn1ccnc1
    26	8	25%	4%	0%	20%	3%	-22%
> COC(=O)c1ccc(NC(=O)CO/N=C2\CCCc3nonc32)cc1
    -12	-7	14%	34%	6%	9%	-3%	-3%
> CCn1c(CC(=O)Nc2ccc(C)c(Cl)c2)nnc1SCc1ccc(Cl)c(Cl)c1
    ?	0	8%	23%	8%	-13%	-1%	-2%
> O=C(CC12CC3CC(CC(C3)C1)C2)N1CCOCC1
    4	4	3%	2%	7%	22%	2%	8%
> COc1ccccc1N(C)S(=O)(=O)c1ccc(C(=O)OCC(=O)c2c[nH]c3ccccc23)cc1
    7	1	-5%	.	3%	-8%	0%	7%
> COc1cc(-c2nnc(COC(=O)c3ccc(C)o3)o2)cc(OC)c1OC
    16	5	6%	.	5%	10%	2%	3%

# An excerpt, so the mix of outcomes need not match the whole.
